Screening results deposited in PubChem by several laboratories.
RSV antiviral HEp-2: RSV antiviral activity via CPE protection, HEp-2 cells, primary 10 µM value included (AID 2391); HEp-2 cells, RSV-induced CPE inhibition; higher % means a stronger effect; CPE inhibition, % at 10 µM; hits with a dose series show IC50 in µM; actives 0.13% (n = 310,000); in the data active means a potency from the dose series; further: strong numbers were not always called active
T cell modulator: modulators of CD8 T cell-vesicle binding, primary screen, mouse 2C CD8+ T cells, flow cytometry; AID 2052, 2009; 2C CD8+ T cell-vesicle binding; hits give low values; actives 0.068% (n = 330,000); calls only at 7 µM;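 active means response, share of CD8 T cells binding vesicles, and their 90th percentile fluorescence all below set limits, cut at about 80% in these data, passing the limit was not always enough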
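Benchmarks: naked versus QL9-loaded vesicles / Assay system: purified 2C TCR transgenic mouse naive CD8+ T cells / Technique: high-throughput flow cytometry with anti-B7-1 and anti-CD8 staining / Timing: Cell–vesicle co-incubation 1.5 h at 37 °C, staining 20 min on ice / Read-out: percent CD8+ FL2 mean versus row control / Probe or stimulus: QL9-loaded Drosophila micro-vesicles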
UTI89 phage lysis: inhibition of K1F phage lysis, E. coli UTI89, bacterial capsule biogenesis inhibitors, alamar blue (AID 488966). E. coli UTI89 K1F phage lysis, alamar blue, 2 h; higher % means a stronger effect. inhibition, % at 100 µM, or IC50 in µM where a hit was titrated. actives 0.02% (n = 340,000);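 active means phage lysis inhibition, versus mean bacterial control, above a set limit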;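 further: capsule biogenesis inhibitors block K1F phage lysis so surviving cells raise fluorescence; higher fluorescence means more inhibition of phage lysis; actives were called in the ten point dose series up to 300 µM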
T cell modulator vesicle-bound %: recorded beside T cell modulator, whose call it bears; double positive events, %; measured here: CD8+ vesicle-bound cell fraction;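 binding gate set so that unloaded-vesicle control wells show 10% double positive cells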
An asterisk follows results filed as active; i = inactive; [ ] = another dose, or the depositor's remark. An excerpt. The share of hits here may be higher or lower than overall.

Compound | RSV antiviral HEp-2 | T cell modulator | T cell modulator vesicle-bound % | UTI89 phage lysis
CCN(CC)c1ccc(C(=O)NNC(=O)c2ccc3c(=O)n4c(nc3c2)CCC4)cc1 | 0.3% | i | 30.0 | 0.4%[50 µM]
Cc1ccc(S(=O)(=O)Nc2cc3c4c(c2)CCC(=O)N4CCC3)cc1 | 0.1% | i | 39.5 | 1.0%[50 µM]
O=C(COC(=O)CNS(=O)(=O)c1ccc(F)c(F)c1F)NC1CC1 | -2.1% | i | 31.0 | 1.1%[50 µM]
Cc1ccc(S(=O)(=O)N2CCN(S(C)(=O)=O)C2C)cc1 (stereo not given) | -1.8% | i | 44.8 | -0.4%[50 µM]
Cc1ccc(SCC(=O)OCC(=O)NCC2CCCCC2)cc1C | 1.0% | i | 44.3 | 0.3%[50 µM]
Cn1nc(C(=O)OCC(=O)Nc2ccccc2[N+](=O)[O-])c2ccccc2c1=O | -0.2% | i | 27.4 | 0.6%[50 µM]
CCC(=O)Nc1ccc(C(=O)COC(=O)C(CCSC)NC(=O)COc2ccccc2)cc1 (stereo not given) | 0.8% | i | 45.6 | 0.7%[50 µM]
O=C(NC1=NCCS1)c1cccc(S(=O)(=O)N2CCOCC2)c1 | 2.5% | i | 24.5 | 0.9%[50 µM]
CN1CCN(C(=O)c2ccc3c(=O)n(CCc4ccccc4)c(=S)[nH]c3c2)CC1 | -0.2% | i | 47.2 | 1.8%
Cc1ccc2nc(N(CCN3CCOCC3)C(=O)CCS(=O)(=O)c3ccccc3)sc2c1 | -0.5% | i | 51.0 | 0.5%[50 µM]
CC1CCCN(C(=O)c2ccc(NC(=O)CC3SC(N4CCCC4)=NC3=O)cc2)C1 (stereo not given) | 0.7% | i | 56.2 | -0.1%[50 µM]
CC(=O)N1CCN(S(=O)(=O)c2ccc3c(c2)OCCO3)CC1 | 0.3% | i | 0.0 | 0.7%[50 µM]
COc1ccc(S(=O)(=O)N2CCN(CC(=O)Nc3sccc3C(N)=O)CC2)cc1OC | 0.4% | i | 20.0 | -0.1%[50 µM]
O=C(NC1CCC(Oc2ccc(C(=O)O)cc2)CC1)NC12CC3CC(CC(C3)C1)C2 (stereo not given) | 0.4% | i | 42.2 | 2.2%
CCOc1ccc(N(C)S(=O)(=O)c2ccc(C)c(C(=O)NCc3ccccc3OC)c2)cc1 | 3.6% | i | 43.3 | -0.5%[50 µM]
CCCCN(C(=O)c1ccc2c(c1)OCO2)c1c(N)n(CC(C)C)c(=O)[nH]c1=O | 0.6% | i | 32.7 | 0.4%[50 µM]
COc1ccccc1N1CCN(CC(=O)Nc2ccccc2C(=O)NCCc2ccccc2)CC1 | 2.0% | i | 30.7 | 0.0%[50 µM]
Cc1cccc(OCC(=O)Nc2ccccc2N2CCCC2)c1C | 13.5% | i | 14.3 | -0.1%[50 µM]
COCc1c(C(=O)Nc2ccc3nc(N4CCOCC4)sc3c2)oc2ccccc12 | 0.8% | i | 2.1 | 0.4%[50 µM]
COc1ccc(C(=O)N(C)Cc2ccccc2F)cc1S(=O)(=O)N1CCCC1 | 2.1% | i | 43.7 | 0.7%[50 µM]
Cc1cc(NC(=O)CSCC(=O)Nc2nc3ccc(F)cc3s2)no1 | 0.3% | i | 12.5 | 0.5%[50 µM]
COC(=O)[C@@]12CCCCN1[C@H](c1ccc(-c3ccc(F)cc3)c(OC)c1)[C@@H]1C(=O)N(C)C(=O)[C@@H]12 | -1.1% | i | 46.0 | 0.2%
Cc1ccc(S(=O)(=O)N2CCC(C(=O)OCC(=O)N(C)CC(=O)Nc3ccc(F)cc3)CC2)cc1C | 0.2% | i | 38.2 | 0.1%[50 µM]
COc1ccc(C(CNC(=O)COc2ccc(F)cc2Cl)N2CCCCC2)cc1 (stereo not given) | -0.4% | i | 13.0 | 0.5%[50 µM]
CC1CCC(NC(=O)Cn2cnc3sccc3c2=O)CC1 (stereo not given) | -0.5% | i | 37.6 | 0.5%[50 µM]
COc1ccc(NS(=O)(=O)c2cccc(C(=O)NNC(=O)c3cncc(Br)c3)c2)cc1 | 2.0% | i | 35.0 | 0.2%[50 µM]
Cc1ccccc1CNC(=O)C(=O)NCCC1CCCCN1S(=O)(=O)c1cccs1 (stereo not given) | 6.4% | i | 45.5 | -0.2%[50 µM]
Cc1nnc(SCC(=O)NC2CCCC2)n1-c1ccccc1 | -0.3% | i | 15.4 | 0.5%[50 µM]
O=C(CSC1=NS(=O)(=O)c2ccccc2N1)Nc1cccc(F)c1 | 1.4% | i | 35.6 | 1.7%[50 µM]
CN(CC(=O)Nc1ccccc1Br)C(=O)CNC(=O)c1ccco1 | -1.4% | i | 15.8 | 1.1%[50 µM]
O=C(NCC1CCCN1S(=O)(=O)c1cccs1)c1c(F)cccc1F (stereo not given) | 2.9% | i | 33.0 | 1.6%[50 µM]
CCN(C(=O)COC(=O)c1cc(=O)c2ccccc2o1)c1c(N)n(Cc2ccccc2)c(=O)[nH]c1=O | -2.4% | i | 30.3 | 1.1%[50 µM]
CCOc1ccccc1C(=O)NCC(=O)NNC(=O)c1cccc(S(=O)(=O)Nc2ccc(OC)cc2)c1 | -0.7% | i | 53.2 | 1.9%[50 µM]
COc1ccc(S(=O)(=O)N2CCCCCC2)cc1C(=O)N(C)CCOc1ccc(Cl)cc1 | 9.8% | i | 20.3 | -0.5%[50 µM]
Cc1cn2c(=O)c(C(=O)N3CCN(c4ccccc4F)CC3)cnc2s1 | 1.6% | i | 45.0 | 0.7%[50 µM]
O=C(Nc1cccc(S(=O)(=O)N2CCCCCC2)c1)C1CC(=O)N(c2ccc3c(c2)OCCO3)C1 (stereo not given) | 11.9% | i | 40.2 | 1.2%[50 µM]
CC(=O)Nc1oc(-c2cccc3ccccc23)nc1C#N | 8.9% | i | 15.8 | 1.2%
CCCCCCSc1ccc([C@H]2N[C@@](CC(C)C)(C(=O)OC)[C@H]3C(=O)N(CC)C(=O)[C@@H]23)cc1 | 0.9% | i | 33.3 | -0.4%
COC(=O)[C@]1(C)CCC[C@@]2(C)C3CC[C@@]4(C)C[C@]3(CCC21)CC(=O)N4C (stereo not given in full) | 0.5% | i | 30.1 | 0.0%
CC(OC(=O)c1ccc(Br)c(S(=O)(=O)N2CCOCC2)c1)C(=O)NC1CCCCC1C (stereo not given) | 2.4% | i | 29.3 | 0.1%[50 µM]
Cc1cccc(CCN2C(Nc3ccccc3)=NC[C@@H]2CC(C)C)c1 | -2.1% | i | 33.7 | 0.9%
C/C(=N\NC(=O)c1cccc(S(=O)(=O)N2CCOCC2)c1)c1ccc(C)cc1 | 1.0% | i | 32.8 | 1.4%[50 µM]
O=C(COc1coc(CN2CCN(c3ccccc3F)CC2)cc1=O)NC1CCCC1 | 1.9% | i | 39.3 | 0.8%[50 µM]
O=C(Nc1ccccc1N1CCOCC1)c1ccncc1 | -0.1% | i | 25.8 | 0.9%[50 µM]
NC(=O)C1Cc2ccccc2CN1C(=O)c1nn(Cc2ccccc2)c(=O)c2ccccc12 (stereo not given) | 0.8% | i | 54.5 | 0.2%[50 µM]
Cc1ccc(C2=CC(=O)C[C@H](c3ccc4c(c3)OCO4)C2)cc1 | -0.6% | i | 25.9 | 0.8%
O=C(NCCCN1CCOCC1)c1ccc(S(=O)(=O)Nc2ccccc2F)cc1 | -2.5% | i | 12.4 | 1.0%[50 µM]
O=C(CSc1nc2nn(-c3ccccc3)c(=O)c-2c2n1CCCCC2)Nc1ccc(F)cc1F | 2.7% | i | 43.1 | 0.1%[50 µM]
O=[N+]([O-])c1ccc(-[n+]2ccc3ccccc3c2)c([N+](=O)[O-])c1 | -3.9% | i | 45.1 | -9.4%
Cc1csc(=O)n1CC(=O)OCC(=O)Nc1ccc(F)c(F)c1 | -1.3% | i | 42.2 | 0.7%[50 µM]

The list goes on:
Compound | RSV antiviral HEp-2 | T cell modulator | T cell modulator vesicle-bound % | UTI89 phage lysis
Cc1ccc(NS(=O)(=O)c2ccc3c(c2)CCC(=O)N3)cc1 | 0.3% | i | 29.1 | 0.7%[50 µM]
CC(Sc1ccc(S(=O)(=O)N2CCOCC2)cn1)C(=O)Nc1ccc(Cl)cc1Cl (stereo not given) | 1.4% | i | 5.9 | 5.6%
CN(C)S(=O)(=O)n1cnc([C@@H]2[C@@H]3C(=O)OC[C@@H]3C[C@]23N=CN(Cc2ccccc2)C3=O)c1 | 0.1% | i | 28.7 | 5.7%
O=C(CSc1ccccc1)OCC(=O)N1CCN(C(=O)c2ccco2)CC1 | 0.4% | i | 46.0 | 0.8%[50 µM]
CC(=O)Nc1cccc(C(=O)OC(C)C(=O)NC(=O)NC2CCCCC2)c1 (stereo not given) | 2.6% | i | 38.4 | 1.2%[50 µM]
CCOc1ccccc1C(=O)NCC(=O)NCc1ccc(S(=O)(=O)N2CCOCC2)cc1 | -0.1% | i | 32.5 | 0.1%[50 µM]
Cc1ccc(C(=O)NCC(c2ccco2)N2CCOCC2)cc1 (stereo not given) | -1.0% | i | 41.4 | 0.5%[50 µM]
CCc1noc(C)c1C(=O)Nc1ccc(-c2nnc3n2CCCCC3)cc1 | 1.4% | i | 27.8 | 0.0%[50 µM]
COCCN(Cc1ccccc1)C(=O)c1cccc(S(=O)(=O)N(C)c2c(C)n(C)n(-c3ccccc3)c2=O)c1 | -2.1% | i | 44.3 | -0.2%
CN(CC(=O)Nc1ccc(Cl)c(C(F)(F)F)c1)C(=O)CCNC(=O)c1ccco1 | 1.7% | i | 18.2 | 2.5%[50 µM]
O=C(CNC(=O)c1ccco1)NC1CCCCCC1 | -1.7% | i | 10.1 | 1.0%[50 µM]
COc1ccc(-c2c(-c3cc(OC)cc(OC)c3)n(C)c3ccc(Br)cc23)cc1 | 0.8% | i | 26.0 | 2.3%
COc1ccccc1OCC(=O)N(Cc1nnc(-c2ccccc2Cl)o1)C1CC1 | -2.1% | i | 29.2 | 1.4%[50 µM]
O=C(NCC(c1ccco1)N1CCCC1)c1cccc(S(=O)(=O)Nc2ccc(F)cc2)c1 (stereo not given) | -1.4% | i | 32.1 | 0.6%[50 µM]
COc1cc(C(=O)NNC(=O)c2ccccc2Br)ccc1OCC(=O)N1CCOCC1 | 2.2% | i | 37.2 | 1.2%[50 µM]
COC(=O)c1ccc(COC(=O)C2CCN(S(=O)(=O)c3c(Cl)cccc3Cl)CC2)o1 | -0.6% | i | 15.8 | 0.6%[50 µM]
COc1ccc(Nc2nccc3c2ncn3C)cc1 | -0.6% | i | 17.4 | -0.3%
CC(=O)c1sc(Nc2cccc3ccccc23)nc1C | 2.8% | i | 38.9 | 0.5%
CN1CCN(CCOCCOc2c(Cl)cc(Cl)cc2Cl)CC1 | -1.0% | i | 58.9 | 0.4%
CN(Cc1ccco1)c1ncnc2ccc(-c3ccoc3)cc12 | 5.7% | i | 14.3 | 1.5%

Next section, overlapping the part above by three compounds.
Compound | RSV antiviral HEp-2 | T cell modulator | T cell modulator vesicle-bound % | UTI89 phage lysis
CC(=O)c1sc(Nc2cccc3ccccc23)nc1C | 2.8% | i | 38.9 | 0.5%
CN1CCN(CCOCCOc2c(Cl)cc(Cl)cc2Cl)CC1 | -1.0% | i | 58.9 | 0.4%
CN(Cc1ccco1)c1ncnc2ccc(-c3ccoc3)cc12 | 5.7% | i | 14.3 | 1.5%
COc1ccc([C@H]2CC(=O)C=C(c3ccc(Cl)c(C(F)(F)F)c3)C2)cc1OC | 1.0% | i | 14.8 | 2.0%
COC(=O)C1CCN(C(=O)COC(=O)C2CCN(S(=O)(=O)c3ccc(C)c(C)c3)CC2)CC1 | 8.2% | i | 56.8 | 1.1%[50 µM]
COc1ccccc1S(=O)(=O)N1CCN(S(=O)(=O)c2cccs2)CC1 | 3.3% | i | 34.9 | 0.0%[50 µM]
CCSc1nnc(NC(=O)c2ccc(F)c(S(=O)(=O)N3CCOCC3)c2)s1 | 0.6% | i | 32.2 | 0.2%[50 µM]
O=C(COC(=O)c1ccc(O)cc1)Nc1cc(C(F)(F)F)ccc1N1CCOCC1 | -0.5% | i | 14.1 | 0.9%[50 µM]
COc1cccc(NC(=O)c2c(F)cccc2F)c1 | 1.3% | i | 17.8 | 0.9%
CN(c1ccccc1)S(=O)(=O)c1cc(C(=O)NCCCn2ccnc2)ccc1Cl | 1.9% | i | 31.7 | 0.5%[50 µM]
COc1ccc(C(=O)Nc2ccc(Cl)cc2F)cc1S(=O)(=O)N1CCCC1 | 2.4% | i | 59.5 | 5.1%
O=C(NNC(=O)c1ccc(-c2ccccc2)cc1)Nc1ccccc1 | 1.7% | i | 51.5 | 1.7%
Cc1cc(CC(=O)O)n(C)c1C(=O)c1ccc(Cl)cc1 | 3.9% | i | 17.7 | -0.2%
